ELG1 genotox = genotoxicity induction in ELG1-luciferase HEK293T cells | HEK293T ELG1-luciferase reporter, luminescence, 16 h | Potency, µM (titrated, usually from 46 µM), inactives show at the top dose activity change, positive = activation, actives largely listed as activators | actives 1.3% (n = 330,000); further: % of control where 0% means no effect; nearly all actives have a fitted effect of over 60% in size
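Screening used a luciferase reporter fused to human ELG1 in HEK293T cells. Luminescence was read on a CCD plate imager after 16 hr exposure and 30 min ONE-Glo incubation.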
MLL CXXC-DNA inh = inhibitors of human MLL CXXC domain-DNA interaction. Potency, µM (series often up to 115 µM), for inactives: at the top dose activity change, negative = inhibition, actives largely listed as inhibitors. MLL-CXXC / FITC-HOXA9 DNA fluorescence polarization. actives 0.037% (n = 290,000). Q03164; active means well fitted inhibition curve with a large enough effect in the polarisation, with a control signal flat, not every such curve was filed as active; inconclusive means small, poorly fitted or top-dose-only effect, or effect the other way, or a change in a side signal; inactive means no such curve, though single readings can be large or run the other way; the % refers to the polarisation
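Fluorescence polarization: 7 uM MLL-CXXC (stock) preincubated 5 min with compounds, then 50 nM fluorescein-HOX-A9 DNA (stock) added; 30 min ambient. Buffer 50 mM Tris-HCl pH 7.5, 50 mM NaCl, 1 mM DTT, 0.05% BSA.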
uPA generation = blocks generation of uPA at the cell surface. cell surface uPA generation assay, qHTS. Potency, µM (top dose mostly 38.3 µM), for the others: at the highest dose activity change, negative = inhibition, most hits filed as inhibitors. actives 0.31% (n = 330,000); active means well fitted inhibition curve with a large enough effect; inconclusive means small, poorly fitted or top-dose-only effect; inactive means no such curve, though single readings can be large or run the other way; tested in mouse RAW 264.7 cells; further: on the % scale 0 is the no-effect control and ±100 the full control effect; nearly all actives have a fitted effect of over 55% in size
RORgamma inh = blocks mouse ROR gamma transcriptional activity | Potency, µM (highest dose often 53.6 µM), for the others: top-dose activity change, negative = inhibition, most hits filed as inhibitors | AID 2551 | Drosophila S2 Gal4-RORgamma UAS-luciferase reporter, 20 h | actives 5.4% (n = 310,000) | P51450; further: on the % scale 0 is the no-effect control and ±100 the full control effect; nearly all actives have a fitted effect of over 60% in size
Target sequence (P51450 whole entry, looked up, the tested form may be a part): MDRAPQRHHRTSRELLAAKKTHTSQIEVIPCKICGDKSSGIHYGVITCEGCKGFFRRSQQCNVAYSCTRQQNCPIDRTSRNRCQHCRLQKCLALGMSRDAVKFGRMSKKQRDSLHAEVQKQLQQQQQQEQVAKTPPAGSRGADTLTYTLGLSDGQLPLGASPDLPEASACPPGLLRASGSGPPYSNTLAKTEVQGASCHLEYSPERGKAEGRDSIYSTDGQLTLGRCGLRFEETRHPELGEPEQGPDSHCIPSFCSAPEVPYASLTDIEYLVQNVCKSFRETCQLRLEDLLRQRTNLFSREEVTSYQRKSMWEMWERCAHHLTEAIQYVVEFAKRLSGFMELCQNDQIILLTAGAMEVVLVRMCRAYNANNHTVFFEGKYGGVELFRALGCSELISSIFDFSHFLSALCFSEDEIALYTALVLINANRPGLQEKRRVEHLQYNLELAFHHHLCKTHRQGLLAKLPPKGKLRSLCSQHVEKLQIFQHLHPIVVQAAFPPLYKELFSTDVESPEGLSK
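Schneider cells (Drosophila), stable Gal4 DBD–ROR gamma + UAS-luc; 1 hr cmpd preincubation; Cu2+ induction 700 uM final; 20 hr ambient; luminescence.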
MBNL1-CUG inh = MBNL1-poly(CUG) RNA binding inhibition; Q9NR56; TR-FRET MBNL1-His/biotin-(CUG)12 binding, 665/545 ratio; Potency, µM (highest dose often 57.5 µM), for inactives: at the top dose activity change, negative = inhibition, hits mostly inhibitors; actives 0.036% (n = 280,000); AID 2675; active means well fitted inhibition curve with a large enough effect in the signal ratio, with a control signal flat, not every such curve was filed as active; inconclusive means small, poorly fitted or top-dose-only effect, or effect the other way, or a change in a side signal; inactive means no such curve, though single readings can be large or run the other way; the % refers to the signal ratio; further: on the % scale 0 is the no-effect control and ±100 the full control effect
Target sequence (Q9NR56 whole entry, looked up): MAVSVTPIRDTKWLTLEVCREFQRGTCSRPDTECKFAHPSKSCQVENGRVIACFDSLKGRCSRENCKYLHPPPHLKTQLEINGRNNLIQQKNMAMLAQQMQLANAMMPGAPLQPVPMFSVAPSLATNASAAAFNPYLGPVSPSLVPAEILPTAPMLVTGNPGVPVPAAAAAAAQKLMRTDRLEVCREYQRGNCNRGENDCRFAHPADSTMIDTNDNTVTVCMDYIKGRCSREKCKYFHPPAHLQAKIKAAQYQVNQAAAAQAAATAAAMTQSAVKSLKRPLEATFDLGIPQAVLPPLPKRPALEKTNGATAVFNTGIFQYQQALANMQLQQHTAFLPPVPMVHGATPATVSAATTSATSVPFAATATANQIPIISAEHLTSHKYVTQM
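Inhibition of protein-RNA binding appears as loss of TR-FRET between terbium anti-His antibody on MBNL1-His and streptavidin-XL665 on biotin-(CUG)12. Activity is normalized to buffer-only and uninhibited-complex controls.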
Rab9 prom act = activates the Rab9 promoter. Huh7 Rab9 promoter-luciferase reporter, luminescence, 24 h. Potency, µM (top dose mostly 9.22 µM), without a hit: top-dose activation, negative = inhibition, most hits filed as activators. actives 2.8% (n = 320,000). AID 485297; further: % of control where 0% means no effect; nearly all actives have a fitted effect of over 60% in size
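Cell-based reporter: Huh7 stable for Rab9 promoter-driven luciferase, plated in reduced-serum medium with 10% FBS at 1500 cells/well, compound-treated 24 h at 37 °C, luminescence read after 10 min reagent.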
p53 reactivator = mutant p53 re-activation in reporter cells; AID 504706; actives 0.063% (n = 320,000); H1299 p53-A138V BP100-luciferase reporter, luminescence, 24 h; Potency, µM (titrated, usually from 92.2 µM), inactives show top-dose activity change, positive = activation, usual class: activators; further: % of control where 0% means no effect; nearly all actives have a fitted effect of over 45% in size
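H1299 (p53-null), stable ts p53-A138V + BP100-Luc; 1000 cells/well, Opti-MEM/10% FBS; cpd 4 pt, 1:5; 24 h, 37 deg C, 5% CO2; detection reagent 10 min RT; luminescence.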
FLuc counter = counter-screen for miR-21 project: firefly luciferase inhibitors or activators | P08659 | purified FLuc, Km substrates, luminescence inhibition | Potency, µM (top dose mostly 57.5 µM), for the others: at the top dose activity change, negative = inhibition, hits mostly inhibitors | actives 6.9% (n = 360,000) | AID 588342;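 further: plate controls were vehicle for no effect and reference inhibitor for full effect; nearly all actives have a fitted effect of over 55% in size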
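Purified P. pyralis luciferase, 10 nM final, with Km-level 10 uM D-luciferin and 10 uM ATP in 50 mM Tris acetate pH 7.5, 10 mM Mg acetate, 0.01% Tween-20, 0.05% BSA; 6-point qHTS titration about 60 µM downward; luminescence read.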
NPC1 prom act = NPC1 promoter activation. actives 2.4% (n = 320,000). Huh7 NPC1 promoter luciferase reporter, 24 h. Potency, µM (doses to about 9.22 µM), without a hit: top-dose activation, actives largely listed as activators. AID 485313;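 further: % of control where 0% means no effect; nearly all actives have a fitted effect of over 60% in size; reporter is driven by a mutant NPC1 promoter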
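In 1536-well qHTS, Huh7 cells harboring an NPC1 promoter–luciferase construct received compound for 24 h; activation was quantified by luminescence following luciferase reagent addition.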
BRCA1 expr act = BRCA1 expression activation. MCF7-BRCA1-FFLuc reporter, luminescence, 48 h; response scale: scaled: vehicle 0%, 10 µM genistein 100%. Potency, µM (top dose mostly 46.1 µM), inactives show top-dose activation, hits mostly activators. actives 1.1% (n = 380,000); further: nearly all actives have a fitted effect of over 80% in size; some results filed as inactive show a strong effect at the top dose
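Luminescence from a BRCA1-driven firefly luciferase in MCF7 cells was the read-out, taken 15 min after substrate addition following 48 h compound exposure at 37 °C. Data were normalized to a 10 microM genistein control and DMSO vehicle.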
Gal4-VP16 FLuc = counter-screen for ROR gamma inhibitors: Gal4-VP16 reporter; Drosophila S2 Gal4-VP16 UAS-luciferase, luminescence, 20 h; Potency, µM (series often up to 53.6 µM), for the others: at the highest dose activity, negative = inhibition, most hits filed as inhibitors; actives 3.5% (n = 310,000);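 further: Gal4-VP16 expression switched on by copper sulfate through the metallothionein promoter; on the % scale 0 is the no-effect control and ±100 the full control effect; nearly all actives have a fitted effect of over 50% in size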
Active calls of the source: *; u = inconclusive; x = not tested or not shown; & = joins results of further samples; [ ] = another dose, or the depositor's remark. Unless noted, the call rests on the fitted dose curve; in most records, active means well fitted curve in the direction sought with a large enough effect; inconclusive means small, poorly fitted or top-dose-only effect, or another doubt; inactive means no such curve, though single readings can be large; an effect the other way counts as inactive or inconclusive. Potency means the concentration at half of the fitted maximal effect. Not all compounds are listed; the hit share may differ from the screen's.

SMILES | ELG1 genotox | MLL CXXC-DNA inh | uPA generation | RORgamma inh | MBNL1-CUG inh | Rab9 prom act | p53 reactivator | FLuc counter | NPC1 prom act | BRCA1 expr act | Gal4-VP16 FLuc
O=C(CN1CCN(Cc2ccc(Cl)cc2)CC1)N/N=C/C=C/c1ccccc1[N+](=O)[O-] | -3% | -1% | -2% | 3% | u | -12% | 17% | 3% | -3% | -36% | 13%
COc1ccc(Cn2c(=O)oc3ccccc32)cc1F | 3% | 5% | -8% | -26% | -3% | -2% | 6% | -1% | -2% | -4% | 6%
COc1ccc(N2C(=O)C3CCCN3C2c2ccccc2OC)cc1 (stereo not given) | -7% | 19% | -6% | 31% | -12% | 2% | 8% | 0% | 7% | 4% | -3%
Cc1cccnc1NC(=O)CNC(=O)C12CC3CC(CC(C3)C1)C2 | -7% | x | u | x | x | -2% | 18% | 3% | -4% | -20% | x
CS(=O)(=O)c1cnc2c(-c3ccsc3)cnn2c1N | 21µM* | 10% | -2% | u | 0% | 2.8µM* | 5% | 11µM* | 2.8µM* | 97% | -15%
COc1ccc(Cl)cc1C(=O)Nc1ccc(NC(C)=O)cc1 | 1% | 2% | -5% | 3% | 3% | -4% | 0% | 2% | -1% | -9% | 3%
COc1cc(C(=O)NCC(c2cccnc2)N2CCN(C)CC2)cc(OC)c1OC (stereo not given) | 2% | -3% | 0% | -1% | 6% | 0% | -3% | 0% | 1% | -17% | -9%
O=C(C1CCCN(S(=O)(=O)c2ccc([N+](=O)[O-])cc2)C1)N1CCCCC1 (stereo not given) | -6% | -1% | -9% | 17% | u | -5% | 3% | 8% | -11% | -44% | -6%
Cc1ccc(C(=O)N[C@@H](Cc2ccccc2)C(=O)N2CCC3(CC2)NCCc2[nH]cnc23)cc1C | -4% | 1% | 4% | 8% | -5% | 1% | -7% | -19% | 0% | -8% | 13%
COc1ccc(/C=N/NC(=O)c2cc(C(C)(C)C)[nH]n2)cc1COc1ccc(F)cc1F | -16% | 1% | -13% | 17% | 4% | -5% | -8% | -14% | -4% | -50% | 1%
COc1ccc(S(=O)(=O)N(C(=O)c2ccncc2)c2ccc3oc4c(c3c2)CCCC4)cc1 | -3% | 10% | -5% | 24% | -9% | 2% | 25% | 0% | -2% | -72%[inhibitor] | -6%
CC(C)(C)NC(=O)CN(CC1CCCO1)C(=O)CNS(=O)(=O)c1ccc(F)cc1 (stereo not given) | -2% | 3% | 2% | -2% | -3% | -4% | -2% | 1% | 0% | 1% | 6%
CCOC(=O)C1CCN(c2c(C(=O)c3ccccc3)cnc3ccc(Cl)cc23)CC1 | -1% | 10% | 7% | -2% | -5% | -1% | 0% | 3% | -6% | 6% | -12%
Cc1occc1-c1nnc(SCc2cc(=O)n3cc(Br)ccc3n2)n1C | -3% | 1% | -1% | 16% | u | -1% | -15% | 1% | -6% | 3% | 9%
Cc1sc2ncn(CC(=O)OC(C)C)c(=O)c2c1C | 3% | 6% | x | 22% | 1% | 9% | 1% | -13% | 2% | x | 30%
Cc1ccc(CNC(=O)CCCCn2c(=O)[nH]c3ccsc3c2=O)cc1 | -3% | -3% | 10% | 27% | -13% | 8% | 21% | -7% | 3% | -12% | 3%
Cc1nn(CC#N)c(=O)n1-c1ccc(Cl)cc1 | 10% | 1% | 5% | -9% | 2% | 5% | -2% | 5% | -9% | -1% | 0%
COc1ccccc1OCc1nc2ccccc2[nH]1 | u | -3% | 3% | u | 9% | 2µM* | u | 11µM* | 2.5µM* | u | -10%
O=C(Cn1cnc([N+](=O)[O-])n1)NCc1ccccc1 | 2% | 9% | 13% | -30% | u | -4% | 3% | -1% | -4% | -9% | 1%
Cc1ccc(S(=O)(=O)CC(=O)N(C)C)cc1 | 0% | 0% | 9% | -21% | -6% | 0% | -9% | 2% | -2% | -1% | -8%
Cc1ccc(Cl)cc1NC(=O)CCC(=O)Nc1cc(Cl)ccc1C | 7% | 9% | 6% | -1% | 0% | -2% | 0% | 0% | -2% | 4% | -1%
CC(Oc1ccccc1)C(=O)Nc1c2c(nn1-c1ccccc1)CS(=O)(=O)C2 (stereo not given) | 7% | -4% | -4% | 8% | 3% | 6% | -11% | 1% | -2% | -6% | -6%
COc1cc2c(c(OC)c1OC)C(c1ccc3c(c1)OCO3)CC(=O)O2 (stereo not given) | 9% | x | 7% | -42% | x | x | 3% | x | x | 10% | -1%
CC(C)CNC(=O)NC(=O)COc1ncnc2sccc12 | 0% | 1% | x | 4% | -16% | -4% | 2% | -1% | 0% | 15% | 10%
COc1ccccc1N(C(=O)CCl)c1cn(C(C)=O)c2ccccc12 | -18% | 6% | u | u | -14% | -52%[inhibitor] | -13% | -2% | -44%[inhibitor] | -86%[inhibitor] | -8%
CN(C)N=Nc1nc2c(c(=O)n(C)c(=O)n2C)n1C | 0% | -4% | 3% | -14% | x | -1% | 0% | -2% | 0% | -2% | -1%
Cc1ccc(NC(=O)Nn2cnnc2)cc1 | 0% | 7% | 4% | -5% | -14% | 4% | 9% | 3% | -3% | -2% | -14%
CN(C)NC(=O)C12CCC(C)(C(=O)O1)C2(C)C (stereo not given) | 1% | -1% | 10% | -1% | -5% | 6% | -3% | -1% | -3% | 0% | -3%
CCCSc1nc(O)c(C2OC(=O)c3c2ccc(OC)c3OC)c(=O)n1C (stereo not given) | -7% | 21% | 1% | u | -14% | 2% | -1% | 0% | 8% | 15% | -3%
CCOC(=O)c1ccc(NC(=O)c2cc(C)nn2-c2ccccc2)cc1 | -2% | 3% | -3% | 37% | -12% | -16% | -7% | -4% | 2% | 8% | -1%
CCC1=C(OC(=O)N(CC)CC)N2C(=O)OC(=NCc3ccccc3)[C@]2(C)[C@H]2C1=CC[C@H]1C(=O)N(CC(=O)OC)C(=O)[C@H]12 | 2% | 4% | 12% | 39%&28% | 9% | -13% | -2% | 1% | -3% | -23% | 7%&6%
CCN1CCCC1CNC(=O)C1c2cc(OC)c(OC)cc2C(=O)N(C)C1c1cccnc1 (stereo not given) | 2% | -14% | -1% | -10% | 4% | 6% | -13% | 2% | -9% | -2% | -3%
CCn1c(SC(C)C(=O)NCC2CCCO2)nc2scc(-c3ccccc3)c2c1=O (stereo not given) | -3% | x | 5% | x | x | 0% | 0% | 6% | -5% | -54% | x
COc1cc(C2NC(=O)NC(C)=C2C(=O)OC2CCCCC2)cc(Br)c1O (stereo not given) | 4% | 4% | 4% | -3% | -4% | -10% | -5% | 0% | 2% | 2% | 3%
CCOC(=O)C1CCN(C(=O)c2cc(COc3ccc(OC)c4ccccc34)on2)CC1 | u | u | 3% | 0% | 10% | 3.5µM* | u | 15µM* | u | 56% | -3%
O=C(CSCc1cc(=O)n2nc(C3CC3)sc2n1)Nc1ccc(F)cc1 | 0% | 1% | 18% | 8% | -1% | 1% | 1% | 0% | -7% | 0% | -8%
O=C(Nc1ccc(OC(F)(F)F)cc1)c1ccc(S(=O)(=O)N2CCOCC2)o1 | -9% | 13% | -10% | u | 3% | -5% | -3% | 4% | -1% | -43% | 17%
CN1CCN(CC(C)(C)NS(=O)(=O)c2ccc(Cl)cc2)CC1 | -5% | -11% | 3% | 4% | 7% | -1% | 9% | 6% | -2% | -18% | -1%
COc1ccccc1C(=O)Nc1ccc(Oc2ncnc3sc(-c4ccccc4)cc23)cc1 | -2% | 7% | 2% | 12% | 5% | 10% | u | 4% | -1% | -31% | -5%
COc1ccc(C2Nc3ccccc3C(=O)N2O)cc1OC (stereo not given) | -2% | 5% | -4% | -18% | 9% | -4% | 6% | 3% | -4% | -2% | 13%
CCSc1nc2c(c(=O)[nH]1)C(c1cccs1)C(C(=O)OC)=C(C)N2 (stereo not given) | -1% | 8% | 4% | 25% | -20% | -7% | -2% | 8% | -2% | 31% | 2%
NC(=O)c1nn(-c2ccc(Oc3ccccc3)cc2)c(=O)cc1O | 1% | 15% | -1% | 14% | -1% | -27% | -1% | -19% | 3% | 2% | 0%
CC(=O)Nc1ccc(C(=O)OCC(=O)NC2CCCCCCC2)cc1 | 3% | 3% | x | 2% | -4% | 1% | 3% | -7% | 4% | -15% | 2%
